Screening data: PubChem BioAssay, several laboratories
SR-BI DiI inh: inhibitors of mouse SR-BI mediated HDL lipid uptake; Q61009; ldlA[mSR-BI] CHO cells, DiI-HDL uptake fluorescence, 3 h; inhibition, % at 12.5 µM; hit rate 0.96% among 320,000; AID 488896;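 active = mean replicate inhibition of at least 70% and a set share of replicates each scoring 70 or more; inconclusive = meets just one of the two criteria; inactive = fails both criteria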;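 note: 0% = median of neutral control wells and 100% = median of positive control wells; values of inactives mirror those of a sister screen read the other way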
SR-BI DiI-HDL act: activators of SR-BI mediated HDL lipid uptake; hit rate 0.096% among 320,000; activation, % at 12.5 µM; CHO ldlA[mSR-BI] cells, DiI-HDL uptake fluorescence, 3 h; 100 = double the neutral-control signal; AID 504775;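 active = mean replicate activation of at least 60% and every replicate at or above 60%; inconclusive = mean or all-replicate condition met, but not both; inactive = mean below 60% and not all replicates reaching 60%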;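 note: 0% = median plate neutral-control signal and 100% = twice that signal; values of inactives mirror those of a sister screen read the other way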
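System: CHO ldlA[mSR-BI] cells / Medium: HEPES-buffered (25 mM, pH 7.4) F12 plus 0.5% BSA / Probe or stimulus: labelled HDL, 10 µg/mL / Doses: single compound concentration, delivered by pin transfer / Schedule: 3 h, 37 °C / Measured by: DiI fluorescence, bottom read / Measure: cell-associated DiI fluorescence as measure of HDL uptake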
MITF TRPM1 HTS: increases MITF-driven TRPM1 promoter luciferase signal | SK-MEL-5 TRPM1-promoter luciferase, 24 h; % of positive control, neutral wells = 0 | activation, % at 12.5 µM | hit rate 0.75% among 300,000 | AID 588334;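 active = mean activation of at least 80% with every replicate also reaching 80%; inconclusive = mean reaches 80% but some replicate falls short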;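 note: 0% = neutral control wells and 100% = parthenolide positive control wells; values of inactives mirror those of a sister screen read the other way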
dFosB activator: mouse delta FosB homodimer activation | activation, % at 25 µM | P13346 | purified delta FosB, TAMRA-CDK5 oligo fluorescence polarization; percent of positive-control signal above neutral wells | hit rate 0.99% among 340,000;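 active = mean activation above about 17%, with every replicate also reaching it, limit read from the data, passing the limit was not always enough; inconclusive = only one of the two conditions met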;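 note: fluorescence polarization rise as delta FosB binds a TAMRA Cdk5 AP-1 oligo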
CDK5 p35 inh: inhibitors of human CDK5/p35 kinase; inhibition, % at 10 µM; Q00535+Q15078; AID 488839; hit rate 0.01% among 330,000; Recombinant CDK5/p35, ADP-Glo luminescence, 60 min;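 active = highest replicate inhibition of at least 50% and at least 75% of replicates reaching 50%; inconclusive = only one of the two criteria met; inactive = both criteria failed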;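 note: plate controls were DMSO neutral control for no effect and GW8510 at 10 µM for full effect; many of its hits are not listed in these tables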
Arrestin-AP2 inh: human beta-arrestin and AP2 interaction inhibition. FITC-arrestin peptide / GST-AP2 beads, flow cytometry; AP2 beta2 appendage carries R879A mutation. inhibition, % at 10 µM. hit rate 0.31% among 340,000;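 active = inhibition above a set limit, near 3 SD of compounds lacking own fluorescence, cut at about 54% in these data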;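 note: plate controls were DMSO wells for no effect and 5 µM unlabelled arrestin peptide for full effect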
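Material – GST-tagged AP2 beta2-adaptin appendage (R879A) on 4 µm glutathione beads · Probe or stimulus – fluorescein-tagged arrestin peptide at 50 nM final · Timing – 12 min plus 1 h, RT · Detection – bead flow cytometry, FITC channel · Read-out basis – inhibition as reduced fluorescein signal on beads, percent · Medium – PBS plus Tween 20 (0.05%) and BSA (0.1%)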
NSD2 HMT inh: blocks human histone methyltransferase NSD2; NSD2 peptide methylation, AlphaScreen, 120 min; inhibition, % at 12.5 µM; hit rate 0.54% among 310,000; in the data active = inhibition above about 50%
PKA-R2B act: PKA-R2B complex activation; P22694+P31323; PKA-R2B holoenzyme dissociation, Cy5-IP20 fluorescence polarization; R2B truncated from residue 108, S112A mutant; 0% DMSO only, 100% 113 µM cGMP; activation, % at 11.4 µM; hit rate 0.079% among 340,000;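 active = activation above a cutoff set at the mean over all compounds plus 3 SD, cut at about 18% in these data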;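 note: higher means more holoenzyme dissociation and a rise in polarization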
PKA-R1A activ: activators of PKA-R1A complex; P00514+P68181; PKA-R1A dissociation, Cy5-IP20 fluorescence polarization; scaled: DMSO 0%, 113 µM cGMP 100%; activation, % at 11.4 µM; hit rate 0.083% among 340,000; AID 504707;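 active = percent activation above the mean of all tested compounds plus 3 SD, cut at about 19% in these data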;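 note: higher means more PKAc released from R1A so a rise in polarization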
DSG3 Ab inh: human desmoglein-3 autoantibody binding inhibition. hit rate 0.48% among 310,000. DSG3-coupled beads, scFv-anti-DSG3-GFP binding, flow cytometry; stronger effect = lower value. binding (percent of control), % at 10 µM. AID 588358;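 active = binding more than 3 SD below its plate's average and above zero; inconclusive = below that plate limit but binding exactly zero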;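 note: hits lower antibody fragment binding to DSG3; some compounds called inactive have numbers as strong as hits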
Mot1-301 SUMO: blocks SUMOylation pathway, rescuing yeast Mot1-301 growth | S. cerevisiae Mot1-301 growth rescue, ATP luminescence, 38.5C; percent above DMSO median, 100 means doubled | growth rescue, % at 18.8 µM | hit rate 1% among 320,000 | AID 2716;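 active = every valid replicate shows activation above 250% relative to neutral control wells; inactive = the rest, any valid replicate at or below 250%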;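 note: OY570 slx delta 5 strain wells were the positive control but not used for scaling; some compounds called inactive have numbers as strong as hits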
An asterisk follows results filed as active; u = inconclusive; x = no result given.

SMILES	SR-BI DiI inh	SR-BI DiI-HDL act	MITF TRPM1 HTS	dFosB activator	CDK5 p35 inh	Arrestin-AP2 inh	NSD2 HMT inh	PKA-R2B act	PKA-R1A activ	DSG3 Ab inh	Mot1-301 SUMO
CCOC(=O)C1CCCN1C(=O)C1(NC(C)=O)CCCC1 (configuration not stated)	-7	7	-1	1	0.5	14	-1	2	-4	126	x
Cc1cccc(C)c1NC(=O)N1CCC(C(=O)c2ccc(F)cc2)CC1	x	x	-11	-4	-0.5	19	x	0	5	109	-22
Cc1ccc(S(=O)(=O)N2CCN(C(=O)CSc3nncs3)CC2)cc1	-10	10	-4	1	0.4	34	-5	-1	7	88	-15
Cc1c(S(=O)(=O)N2CCCC2)c(=O)n(C)c(=O)n1C	-15	15	-2	-1	-1.2	10	2	-8	4	103	4
CCC(CC)c1nnc(NC(=O)CN2C(=O)C3C4C=CC(C4)C3C2=O)s1 (configuration not stated)	5	-5	-12	-1	-2.2	20	8	-4	3	100	14
S=c1[nH]c2ccccc2n2c(=S)[nH]nc12	0	0	7	4	3.6	41	-3	4	-7	95	-3
COCc1c(C)cc(C)c(/C=N/O)c1C	-23	23	x	-12	1.8	29	11	-6	1	x	0
CCOC(=O)c1c(-c2ccc(OC)cc2)csc1NC(=O)CCN1C(=O)c2ccccc2C1=O	30	-30	-2	-15	1.6	4	0	17	4	99	1
CC(=O)C12OC(C)(C)OC1CC1C3CCC4=CC(=O)C=CC4(C)C3(F)C(O)CC12C (configuration not stated)	-4	4	8	0	1.1	3	2	-6	1	115	x
CCCc1cc(=O)oc2cc(C)cc(OCC(=O)Nc3ccc(CN4CCOCC4)cc3)c12	54	-54	-9	-20	-6.6	1	-3	-2	-8	99	-3
CCOC(=O)N1CCN(C(=O)c2cc(-c3ccncc3)nc3ccccc23)CC1	-18	18	-9	-1	1.5	11	2	-4	9	103	-3
O=C(COc1ccc([N+](=O)[O-])cc1)N/N=C/c1ccccn1	10	-10	x	-1	0.3	5	0	-1	5	94	-7
COC(=O)c1ccc(CSc2nnc3c(Cl)cc(Cl)cn23)o1	-15	15	1	1	0.9	1	-1	-3	5	100	-11
[O-][n+]1onc2c3ccnnc3ccc21	-13	13	-17	-8	0.9	-9	x	10	-17	107	-9
COc1ccccc1OCCNC(=O)c1ccc2c(c1)CCC2	x	x	u	3	-2.0	2	10	0	1	x	-10
Fc1ccccc1-c1nc(-c2ccc(-c3nn[nH]n3)cc2)no1	-29	29	47	-15	2.8	5	x	-2	3	102	12
CO/N=C\CC(=O)Nc1ccc(F)cc1	6	-6	x	-2	0.5	10	0	10	0	101	5
N#Cc1ccc(C(=O)Nc2cc(-c3ccc(F)cc3)nn2-c2ccccc2)cc1	61	-61	-1	3	1.6	-1	x	-4	0	107	61
CC1(OC(=O)C2CCCC2)C(=O)C=C2C=C(c3ccsc3)N(CCc3c[nH]c4ccccc34)C=C2C1=O (configuration not stated)	-6	6	-6	-11	0.3	31	x	-1	-7	96	-16
COc1ccc(NC(=O)c2cnn(-c3ccccc3)c2C)cc1	-9	9	x	-4	3.8	8	-1	5	3	108	-17
O=C(CC1OC(=O)c2ccccc21)Nc1cc(S(=O)(=O)N2CCOCC2)ccc1OCC(F)(F)F (configuration not stated)	-17	17	2	-7	-0.3	51	-2	1	-3	101	-13
O=C(CN1CCOCC1)Nc1ccc(OCc2ccccc2)cc1	-15	15	x	-7	1.7	6	-1	1	-3	103	-4
Cc1ccc(OCC(=O)Nc2ccc3oc(=O)ccc3c2)cc1C	-12	12	13	-7	-2.0	36	-7	-6	0	98	196
Nc1c(C(=O)Nc2ccc(Cl)cc2)oc2ccccc12	27	-27	29	-5	0.9	5	x	-14	-9	94	24
CN(C)CCC1c2ccc(Cl)cc2CCc2cccnc21 (configuration not stated) (tested in a mixture with another compound)	2	-2	-10	-13	0.3	-18	8	-7	5	91	-9
c1csc(-c2ncc3ccccn23)c1	-15	15	8	-9	1.5	5	-1	-5	2	95	-24
O=C(CN1CCCN(S(=O)(=O)c2ccc(F)cc2)CC1)Nc1cccc(F)c1	x	x	-13	-14	-1.0	31	-2	1	9	x	1
Cc1ccc(NC(=O)CCNC(=O)c2ccc(Cl)cc2)nc1	15	-15	50	-5	-1.0	-3	0	-6	-13	101	-14
CC1CCCN(C2=NC(=O)/C(=C/c3cn(-c4ccccc4)nc3-c3cccc(S(=O)(=O)N(C)C)c3)S2)C1 (configuration not stated)	19	-19	8	-1	-0.9	5	-4	-5	-4	109	-22
O=C(O)CCCCCCCCc1cn(CC2CCCCC2)nn1	0	0	-6	5	0.3	27	x	-3	3	102	3
CN(C)S(=O)(=O)c1cccc(C(=O)Nc2ccccc2Cl)c1	-4	4	6	1	0.4	-3	3	-1	-19	104	-5
COc1ccccc1CNC(=O)CCNS(=O)(=O)c1ccc2c(c1)CC(C)N2C(C)=O (configuration not stated)	19	-19	3	-7	1.8	1	-2	1	11	106	7
CC(C)(C)NC(=O)CSc1nnc(-c2ccccn2)n1Cc1ccccc1	x	x	-4	-4	-0.8	29	19	-13	-11	98	0
CCOC(=O)C1C(=O)N(C(=O)c2ccc(OC)cc2)CC1c1ccccc1 (configuration not stated)	-17	17	3	-2	0.4	11	-6	-6	-3	101	7
CC(=O)Nc1sc2c(c1C(c1cccs1)N1CCOCC1)CCCC2 (configuration not stated)	x	x	5	11	-1.3	31	9	-4	0	99	-4
COc1cc(/C=N\NC(=O)CC(=O)NCCc2ccccc2)ccc1O	-19	19	-3	-1	-3.5	3	-1	-6	-4	104	137
CCOc1cc(N2CCOCC2)c(OCC)cc1NC(=O)COc1ncnc2ccccc12	17	-17	-14	-3	-2.7	1	3	6	-2	103	59
O=C(Cn1cncn1)N/N=C/c1ccc(Cl)cc1	2	-2	14	11	-1.8	0	-1	2	-2	104	14
CC1CCCN(c2nc(-c3cccnc3)nc3scc(-c4ccccc4)c23)C1 (configuration not stated)	-9	9	-4	1	-0.4	26	-3	-5	3	x	-1
Cc1[nH]nc2c1C(CC(C)C)C(C#N)=C(N)O2 (configuration not stated)	-3	3	x	-5	0.8	8	-2	x	x	94	-22
COc1ccc(N2C(N)=NC(N)=NC2(C)C)cc1	18	-18	x	-1	-0.2	-2	-2	2	10	103	9
COc1ccc(-c2csc(Nc3ccccc3)n2)cc1	73*	-73	65	-10	-0.7	-25	2	-9	2	111	194
COc1cc(C(=O)NCC(=O)N/N=C/c2cccnc2)cc(OC)c1OC	x	x	17	6	0.8	-3	-5	-7	-10	92	57
C=CCOc1ccc(C(c2c(C(=O)O)[nH]c3ccccc23)c2c(C(=O)O)[nH]c3ccccc23)cc1	6	-6	-16	-8	-7.8	13	32	10	5	106	-35
Cc1ccc(CNC(=O)c2ccccc2NS(C)(=O)=O)cc1	-30	30	4	-3	0.2	-5	-1	7	8	102	0
COc1ccc(C)cc1NC(=O)CCS(=O)(=O)c1ccc2c(c1)CCN2C(C)=O	9	-9	-12	-10	0.9	-2	1	4	-6	98	10
O=C(CSCc1nc2ccccc2[nH]1)N1CCN(c2ccc(F)cc2)CC1	10	-10	-23	-5	-0.5	3	3	0	-5	92	-9
CN(C)C(=S)Nn1c(-c2ccccc2)nc2ccccc2c1=O	-17	17	8	-3	0.5	-5	-5	-9	-1	104	156
O=C(CSc1n[nH]c(-c2ccccc2)n1)Nc1ccc(N2CCOCC2)cc1	-18	18	10	4	-1.0	4	-1	-14	1	104	59
C=CCn1c(-c2csc(-c3ccc(OC)c(OC)c3)n2)n[nH]c1=S	5	-5	8	1	0.6	-11	2	-10	1	110	33
CC(=O)Nc1ccc(NC(=O)c2ccc(-c3ccc([N+](=O)[O-])cc3)o2)cc1	7	-7	1	29*	-0.2	2	-2	-6	-5	93	-5
c1ccc(CCNc2nnnn2-c2ccccc2)cc1	7	-7	10	0	-2.7	4	-5	-6	-15	108	-4
Cc1noc(C)c1CSc1nnc2ccccn12	1	-1	-10	2	1.0	-6	0	2	-3	98	-7
CC(C)(C)c1ccc(C(=O)N2CCN(CCNC(=O)C(=O)Nc3ccc(F)cc3)CC2)cc1	64	-64	6	-16	-4.5	0	2	-8	4	107	1
CN1c2ccccc2-c2nc3ccccc3n2C1c1ccccn1 (configuration not stated)	19	-19	-11	-6	-1.8	3	-22	-8	4	104	x
Cc1c(Br)cccc1NC(=O)c1sccc1-n1cccc1	59	-59	-2	-9	-2.1	-1	-3	-2	-2	x	x
COC(=O)c1cc(CN2CCN(c3ccccc3)CC2)ccc1O	-6	6	x	1	0.1	24	4	7	11	109	14
CC(NC(=O)c1cccs1)C(=O)NC1=NCCS1 (configuration not stated)	-6	6	3	4	0.0	3	-3	3	1	x	1
CC(Oc1ccc2c3c(c(=O)oc2c1)CCCC3)C(=O)NC1CC(C)(C)NC(C)(C)C1 (configuration not stated)	-7	7	0	-6	-0.6	34	2	3	-8	102	9
CCOc1cccc2cc(-c3csc(NC(=O)CCC(=O)N4CCC(C)CC4)n3)c(=O)oc12	67	-67	-34	-1	0.5	23	-2	-2	-3	82	-5
COCCNC(=O)CN(C(=O)CCC(=O)Nc1nccs1)c1ccccc1OC	-2	2	x	-2	-0.1	5	2	-6	3	105	-1
Cc1ccc(-c2csc(NC(=O)c3cccc(C)c3)c2C(=O)O)cc1	4	-4	x	-9	-2.8	10	2	10	10	106	-8
CCN(CC)CCN(C)Cc1nc(C(c2ccccc2)c2ccccc2)no1	5	-5	x	-2	2.0	30	21	10	-8	107	-7
